Screening data: PubChem BioAssay, several laboratories
rCAG RNA binder – r(CAG) repeat RNA binding; TO-PRO-1 dye displacement fluorescence; inhibition, % at 3 µM; 370,000 compounds, 1.3% hits; AID 651821;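 active means inhibition above the plate cutoff, the mean of all test compounds on that plate plus 3 SD, cut at about 35% in these data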;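 further: 0% = DMSO alone and 100% = 100 µM mitoxantrone as full dye displacement; higher means more dye released from RNA so lower well fluorescence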
PRMT1 inh – inhibitors of human PRMT1 | Q99873 | recombinant PRMT1, activity-based probe fluorescence polarization | inhibition, % at 2.79 µM | 370,000 compounds, 1.3% hits | AID 652257;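 active means inhibition above about 21% made by adding two undisclosed values, limit read from the data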
GC-A act – GC-A (human) enzyme activation | P16066 | HEK293 GC-A cells, cGMP TR-FRET, EC30 ANP; 0% at EC30 ANP, 100% saturating ANP | activation, % at 10 µM | 370,000 compounds, 0.14% hits | AID 1671463; in the data active means activation above about 40%
TCR-CD3 inh – inhibitors of human TCR-CD3 interaction. inhibition, % at 9.4 µM. TAMRA-labeled TCR probe fluorescence, biochemical. 360,000 compounds, 0.37% hits; in the data active means inhibition above about 19%;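 further: recombinant mutant TCR 2C K166C tagged with TAMRA read by polarization; 0% = receptor in buffer alone and 100% = receptor with positive control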
HTRA1 inhibitor – blocks human HTRA1 serine peptidase; 340,000 compounds, 0.5% hits; inhibition, % at 5.96 µM; Q92743; recombinant HTRA1, FP-rhodamine activity-based probe, fluorescence polarization; AID 504803; in the data active means inhibition above about 36%;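 further: 0% = enzyme with DMSO and 100% = wells lacking enzyme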
ABHD4 inh – inhibits mouse alpha/beta hydrolase domain 4 | purified mABHD4, FP-Rh probe fluorescence polarization | inhibition, % at 8.92 µM | 370,000 compounds, 0.54% hits | AID 720543;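 active means inhibition exceeding the mean over every tested compound plus 3 SD, cut at about 30% in these data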;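 further: 0% = plate median of compound wells and 100% = S159A mutant with DMSO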
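Assay system: wild-type mouse ABHD4 protein; compound: single nominal dose of 8.92 µM, 0.89% DMSO final; schedule: 45 min + 60 min at 25 °C; measured by: FP readout, ex 525 nm / em 598 nm; evaluation: % inhibition of FP-Rh probe binding versus controls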
MBD2 DNA inh – MBD2-methylated oligo binding inhibition; Q9UBB5; TR-FRET, MBD2 binding to methylated oligonucleotide; inhibition, % at 4.4 µM; 370,000 compounds, 0.31% hits; in the data active means inhibition above about 13%
SIAE primary – blocks human sialic acid acetylesterase; SIAE FP-Rh probe binding, fluorescence polarization; inhibition, % at 9.66 µM; 370,000 compounds, 0.69% hits;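 active means inhibition above a cutoff: mean of compounds within the control limits plus 3 SD of those, cut at about 17% in these data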;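 further: 0% = plate median of compound wells and 100% = probe without SIAE protein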
GC-B act – GC-B (human) receptor activation; HEK293-GC-B cells, CNP EC30, cGMP TR-FRET; 0% at EC30 CNP, 100% saturating CNP; 370,000 compounds, 0.11% hits; P20594; AID 1920062; activation, % at 10 µM;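 active means activation at 10 µM reaching about 35% in either raw or pattern-adjusted values, limit read from the data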
Target sequence (P20594 whole entry, looked up): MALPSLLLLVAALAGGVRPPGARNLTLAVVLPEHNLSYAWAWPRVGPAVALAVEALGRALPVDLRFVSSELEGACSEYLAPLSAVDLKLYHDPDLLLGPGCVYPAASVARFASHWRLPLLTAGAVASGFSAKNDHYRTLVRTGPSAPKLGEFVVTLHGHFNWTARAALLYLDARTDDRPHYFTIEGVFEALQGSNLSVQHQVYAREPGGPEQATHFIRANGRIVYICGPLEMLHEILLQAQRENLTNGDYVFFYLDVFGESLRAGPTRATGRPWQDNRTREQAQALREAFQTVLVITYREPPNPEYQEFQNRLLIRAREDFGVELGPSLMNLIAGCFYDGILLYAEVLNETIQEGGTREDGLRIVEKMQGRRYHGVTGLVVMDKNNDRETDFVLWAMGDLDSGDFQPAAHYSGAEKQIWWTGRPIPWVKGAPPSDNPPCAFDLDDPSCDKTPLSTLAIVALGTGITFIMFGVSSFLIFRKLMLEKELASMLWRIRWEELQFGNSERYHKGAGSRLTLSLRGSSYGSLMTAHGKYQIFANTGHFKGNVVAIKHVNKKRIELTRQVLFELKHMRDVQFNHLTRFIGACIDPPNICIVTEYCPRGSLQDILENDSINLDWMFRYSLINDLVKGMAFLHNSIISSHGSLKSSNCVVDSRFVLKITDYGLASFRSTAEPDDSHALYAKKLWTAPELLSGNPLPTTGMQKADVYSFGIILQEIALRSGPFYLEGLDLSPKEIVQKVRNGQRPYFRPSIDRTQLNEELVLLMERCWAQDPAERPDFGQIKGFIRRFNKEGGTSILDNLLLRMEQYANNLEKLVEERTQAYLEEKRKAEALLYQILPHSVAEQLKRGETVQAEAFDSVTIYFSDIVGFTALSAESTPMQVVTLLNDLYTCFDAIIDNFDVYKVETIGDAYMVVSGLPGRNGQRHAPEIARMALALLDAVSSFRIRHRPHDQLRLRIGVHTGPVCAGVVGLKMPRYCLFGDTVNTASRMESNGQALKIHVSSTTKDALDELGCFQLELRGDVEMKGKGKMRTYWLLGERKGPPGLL
UHRF1 MBD2 ctr – UHRF1 methyl-DNA binding inhibition; UHRF1 binding to methylated oligo, TR-FRET; inhibition, % at 4.4 µM; 370,000 compounds, 0.75% hits; in the data active means inhibition above about 21%;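 further: UHRF1 SRA domain binding a hemimethylated CpG hairpin DNA probe; 0% = median of test compound wells and 100% = reference inhibitor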
An asterisk follows results filed as active; / = no result given. The list is partial (hit frequency here may not be typical).

nr	canonical_smiles	TCR-CD3 inh	MBD2 DNA inh	GC-B act	PRMT1 inh	UHRF1 MBD2 ctr	SIAE primary	ABHD4 inh	GC-A act	rCAG RNA binder	HTRA1 inhibitor
1	COc1ccccc1N1CCN(S(=O)(=O)c2ccc(Cl)cc2)CC1	-7	-2	-10	-4	1	2	-8	-20	-1	2
2	O=C(NNC(=O)c1ccc2nc[nH]c2c1)c1ccccc1	-5	2	2	6	0	-1	4	4	0	-3
3	CCCN1CCN(C(=O)CCn2c(=O)c3cccn3c3cccnc32)CC1	-5	-1	0	0	3	-1	1	0	-2	8
4	Cn1c(=O)c2c(SCC(=O)N3CCN(c4ccccc4)CC3)nc(C3CC3)nc2n(C)c1=O	0	-1	-11	-5	0	-4	-7	4	1	7
5	COc1ccc(/C=C/c2nc3ccccc3n2Cc2ccc(OC)c(OC)c2)cc1	-1	1	13	0	-1	-3	-9	9	-2	-19
6	CC(=O)Nc1ccc(-c2nc3ccc(NC(C)=O)cc3o2)cc1	-3	-3	3	1	3	4	-5	-2	6	1
7	N#Cc1cnc2c(-c3ccccc3)c(-c3ccccc3)nn2c1N	8	0	-3	-3	-1	-1	-6	-7	2	-7
8	O=C(O)CCC(=O)Nc1sc2c(c1C(=O)NC1CCCC1)CCCC2	-6	8	2	1	0	11	-8	0	5	6
9	CCCCCCSc1ccc([C@@H]2[C@H]3C(=O)N(C)C(=O)[C@H]3[C@]3(C(=O)OC)CCCCN23)cc1	-3	6	0	7	0	-4	-12	-1	11	0
10	CCCCN(C(=O)c1ccncc1)c1c(N)n(CCC)c(=O)[nH]c1=O	-3	-1	-1	3	0	-2	1	2	2	9
11	CC(C)(C)NC(=O)COc1ccccc1C#N	6	1	5	-2	0	7	6	-2	-4	-2
12	O=C1C(Cl)=C(Oc2ccccc2)C(=O)c2ccccc21	-1	-1	-3	88*	-13	7	20	30	1	16
13	CCOc1cc(CNc2ccc3c(c2)CCC3)ccc1O	6	-8	5	-2	-2	9	3	3	1	10
14	O=S(=O)(c1ccc(OCC(O)CN2CCC(Cc3ccccc3)CC2)cc1)N1CCOCC1 (stereo not given)	1	3	-3	-3	2	-1	4	-3	-6	-4
15	CCC(Sc1nc2cc(OC)c(OC)cc2c(=O)n1CCc1ccc(S(N)(=O)=O)cc1)C(=O)NCCOC (stereo not given)	-4	-3	-3	5	4	-3	5	4	-4	-1
16	C=CCN(CC=C)S(=O)(=O)c1ccc2nc(NC(=O)C(C)C)sc2c1	-13	1	0	-3	10	-5	-11	-2	-2	-25
17	Cc1cc2nc(C(C)(C)C)c(Cc3ccsc3)n2c(C)c1Br	-6	-1	-2	0	3	1	-3	2	5	/
18	O=C(CCS(=O)(=O)c1cccc2nonc12)NCc1ccc(Cl)cc1	3	-4	5	2	-1	4	-2	-4	2	0
19	CN(CC(=O)Nc1ccc(F)cc1[N+](=O)[O-])C1CCS(=O)(=O)C1 (stereo not given)	4	-5	4	-4	1	7	0	1	0	5
20	CC(C)[C@H]1CN=C2N(C[C@H](C)NC(=O)CCC3CCCCC3)[C@H](Cc3ccc(O)cc3)CN21	-5	3	7	1	3	-4	5	1	-3	-5
21	Cc1ccc(C2=[N+]([O-])C3(CCCCC/C3=N\O)N(O)C2(C)C)o1 (stereo not given)	1	-3	0	1	3	0	-10	0	2	10
22	Cc1ccc(S(=O)(=O)NC(=O)C2(C)CCN2C(=O)Cc2ccc(C(C)(C)C)cc2)nc1 (stereo not given)	0	-2	0	1	0	0	0	2	6	/
23	COc1ccc(N2CCN(Cc3nnc(-c4ccccc4)o3)CC2)cc1	4	0	-2	0	1	2	3	4	-7	7
24	CCN(CC(=O)Nc1ccccc1OC)C(=O)CSCc1ccc(C)cc1	0	-4	-5	-6	-1	-2	-6	0	-2	-6
25	O=C(COc1ccc(Br)cc1Br)NC(=S)Nc1cccc(CO)c1	-1	-5	1	2	-3	12	5	7	0	0
26	CC(C)C(=O)Nc1cccc(NC(=O)c2ccc([N+](=O)[O-])cc2Cl)c1	4	12	3	-1	23*	1	7	2	1	2
27	Cc1ccc(NC(=O)c2ccc(S(=O)(=O)N3CCC(C)CC3)cc2)nc1	-2	7	3	5	1	4	8	1	-6	-11
28	CC(=O)N1CCCc2cc(S(=O)(=O)N3CCCC(C(=O)NCc4ccccc4Cl)C3)ccc21 (stereo not given)	6	1	-3	1	0	-2	1	-1	-4	-2
29	COCCOC(=O)c1[nH]c2c(c1C)C(=O)CC(c1cc(OC)ccc1OC)C2 (stereo not given)	-2	1	-6	-5	5	0	-7	-5	2	-6
30	COc1ccccc1CNc1nc2cc(-c3ccc(OC)c(OC)c3)sc2c(=O)n1C	-4	-1	-1	2	0	-42	-24	4	11	/
31	COCCN1C(=O)c2oc3ccccc3c(=O)c2C1c1cccc(O)c1 (stereo not given)	4	2	-1	-1	-3	2	3	1	2	3
32	CCOC(=O)C1=C[C@@H](c2ccccc2)N(S(=O)(=O)c2ccc(C)cc2)[C@H]1c1ccc(F)cc1	2	1	-4	10	2	1	-15	-4	7	/
33	COCCN1CC(O)=C(c2nc3ccccc3c(=O)[nH]2)C1=N	-6	-1	-6	1	4	-2	4	19	4	6
34	Cc1cc(C(=O)NC2=NCCS2)c2ccccc2n1	-2	3	0	4	0	-10	-3	-6	3	-5
35	CC(C)(C)C1=CC(O)(c2ccccc2)C=C(C(C)(C)C)C1=O	-13	3	-7	5	3	-4	-5	-19	-5	-8
36	Cn1nnnc1SCC(=O)NC(C)(C)C	-1	-2	8	-1	-2	5	-2	-1	4	5
37	COC(=O)c1ccc(C2NC(=O)CCC2[N+](=O)[O-])cc1 (stereo not given)	4	5	-6	6	3	-7	-15	10	1	18
38	O=C(O)C(=Cc1cc2c(cc1[N+](=O)[O-])OCO2)c1cc2c(cc1Br)OCO2	2	3	1	2	-6	6	7	-2	3	4
39	O=C(Nc1cccc(C(=O)O)c1)/C(=C\c1ccc2c(c1)OCO2)NC(=O)c1ccccc1	-2	-5	0	1	3	5	-6	2	8	/
40	O=C(NNC(=S)NCc1ccccc1)c1ccc(OC(F)F)cc1	5	1	0	-2	-2	6	-5	1	5	7
41	CSCCC(=O)N(C)CC1CCCN(CCc2cccc(C(F)(F)F)c2)C1 (stereo not given)	-13	-1	2	0	3	-5	-3	2	-8	-1
42	CC(C)(C)c1ccccc1NC(=O)CN1C(=O)NC2(CCCCCC2)C1=O	1	3	0	1	1	0	2	4	-1	-6
43	O=C(CN1C(=O)C(=O)N(Cc2ccccc2)C1=O)Nc1ccc(OC(F)F)cc1	-3	2	1	3	0	-4	-2	0	0	6
44	Cn1cccc1Cc1nnc(SCC(=O)Nc2cccc(F)c2)n1CCc1ccccc1	3	2	-15	-1	0	-2	-6	-8	-3	-12
45	COc1cccc(N=Nc2ccc3cccnc3c2O)c1	6	-8	6	-6	-9	12	21	0	15	77*
46	CCCn1c(SCC(=O)N2CCN(c3ccccc3)CC2)nc2ccccc2c1=O	-3	0	12	5	2	-4	-3	5	-4	2
47	COc1ccc(C(=O)N2CCCC(C)(C(=O)NS(=O)(=O)C3CC3)C2)c(OC)c1 (stereo not given)	-8	-1	-9	0	3	-1	-3	3	3	/
48	CCN(CC)S(=O)(=O)c1ccc(C(=O)Nc2cc(C)on2)cc1	-1	-3	0	-5	-1	5	1	5	-3	3
49	COc1cccc(/C=N/Nc2ncc(C(F)(F)F)cc2Cl)c1O	4	4	5	-8	-5	-2	3	1	2	22
50	CCCCN(C(=O)c1cccc(S(=O)(=O)N2CCN(C)CC2)c1)c1c(N)n(CCC)c(=O)[nH]c1=O	4	-1	-4	-1	1	-3	7	2	-3	-1
51	O=C(Oc1coc(CSc2nnc(NC(=O)c3cccs3)s2)cc1=O)c1ccccc1	2	-7	-5	2	-1	-3	13	-1	32	6
52	COc1ccc(S(=O)(=O)N2CCN3CCCC3C2)cc1 (stereo not given)	-7	7	5	0	0	-4	2	0	-4	1
53	Cc1ccccc1C(=O)c1cccn1CC(=O)NCc1cccc(Cl)c1	0	-6	-2	-2	-3	9	-5	-10	-2	-20
54	Cc1cc(N2CCCC2)ccc1NC(=O)COc1ccccc1	-5	-3	1	1	-2	4	2	3	4	-9
55	C=CCNc1nc(C(=O)OC(C)C(=O)c2ccc(C)cc2)cs1 (stereo not given)	-6	-4	1	6	-3	1	5	3	2	6
56	COCCOC(=O)c1c(NC(=O)CSc2cccc[n+]2[O-])sc(C(N)=O)c1C	8	-11	3	-3	-2	4	0	-3	2	-9
57	O=C(Nc1ccc2c(c1)OCO2)N1CCCc2ccccc21	-5	3	-3	12	-1	5	6	-1	2	4
58	CCSc1ccc(-c2cc(NC=O)c3ncc(-c4cccc(C(=O)N(C)C)c4)n3c2)cc1	1	0	2	-1	-4	-15	-10	4	7	/
59	CCOc1ccccc1OCC(=O)NNC(=O)Cn1cnc2c1c(=O)n(C)c(=O)n2C	11	-1	0	-6	-2	-3	0	0	0	-2
60	COc1ccc(OC)c(NC(=O)Cc2csc(NC(=O)Nc3ccccc3OC)n2)c1	-6	-3	-4	5	1	8	-3	-10	11	-41
61	COc1cc(C(=O)O)ccc1OCC(=O)N1CCOCC1	-7	-1	-4	2	0	-2	1	7	1	-1

Laid out differently: entries from further up.
(23) COc1ccc(N2CCN(Cc3nnc(-c4ccccc4)o3)CC2)cc1
  TCR-CD3 inh = 4; MBD2 DNA inh = 0; GC-B act = -2; PRMT1 inh = 0; UHRF1 MBD2 ctr = 1; SIAE primary = 2; ABHD4 inh = 3; GC-A act = 4; rCAG RNA binder = -7; HTRA1 inhibitor = 7

(24) CCN(CC(=O)Nc1ccccc1OC)C(=O)CSCc1ccc(C)cc1
  TCR-CD3 inh = 0; MBD2 DNA inh = -4; GC-B act = -5; PRMT1 inh = -6; UHRF1 MBD2 ctr = -1; SIAE primary = -2; ABHD4 inh = -6; GC-A act = 0; rCAG RNA binder = -2; HTRA1 inhibitor = -6
